NSD2 inh: inhibitors of human histone methyltransferase NSD2; 310,000 tested, 0.54% active; AID 743445; inhibition, % at 12.5 µM; O96028; NSD2 peptide methylation, AlphaScreen, 120 min; in the data active means inhibition above about 50%
PKA-R2B activ: activates the human PKA-R2B holoenzyme complex; PKA-R2B holoenzyme dissociation, Cy5-IP20 fluorescence polarization; R2B truncated from residue 108, S112A mutant; 0% DMSO only, 100% 113 µM cGMP; AID 504700; 340,000 tested, 0.079% active; P22694+P31323; activation, % at 11.4 µM;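 active means activation above a cutoff set at the mean over all compounds plus 3 SD, cut at about 18% in these data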;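 further: higher means more holoenzyme dissociation and a rise in polarization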
Target sequence (P31323 whole entry, looked up, other chains not shown, the tested form may be a part): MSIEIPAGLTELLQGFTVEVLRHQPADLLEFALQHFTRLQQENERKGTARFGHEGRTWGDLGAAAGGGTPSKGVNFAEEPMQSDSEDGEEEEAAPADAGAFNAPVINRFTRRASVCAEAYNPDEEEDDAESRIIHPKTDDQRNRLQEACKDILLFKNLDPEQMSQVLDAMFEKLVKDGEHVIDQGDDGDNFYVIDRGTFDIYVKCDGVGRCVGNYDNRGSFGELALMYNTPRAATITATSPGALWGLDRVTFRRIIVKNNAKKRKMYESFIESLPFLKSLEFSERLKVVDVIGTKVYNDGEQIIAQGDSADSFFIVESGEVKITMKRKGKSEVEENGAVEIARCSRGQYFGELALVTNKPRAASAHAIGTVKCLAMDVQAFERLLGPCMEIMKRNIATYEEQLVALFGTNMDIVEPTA
Cardiac RTF inh: cardiac RTF calcium desensitization | IANBD-labeled cardiac RTF, Ca2+ fluorescence | inhibition, % at 7.15 µM | 340,000 tested, 0.12% active | AID 493244;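 active means inhibition above the mean inhibition of all tested compounds plus 3 SD, cut at about 17% in these data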;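 further: assay run at fixed EC70 calcium of 1.6 mM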
SR-BI DiI-HDL act: activators of SR-BI mediated HDL lipid uptake. CHO ldlA[mSR-BI] cells, DiI-HDL uptake fluorescence, 3 h; 100 = double the neutral-control signal. activation, % at 12.5 µM. 320,000 tested, 0.096% active. AID 504775;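 active means mean replicate activation of at least 60% and every replicate at or above 60%; inconclusive means mean or all-replicate condition met, but not both; inactive means mean below 60% and not all replicates reaching 60%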;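 further: 0% = median plate neutral-control signal and 100% = twice that signal; values of inactives mirror those of a sister screen read the other way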
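system = CHO ldlA[mSR-BI] cells, LDL receptor-null, SR-BI overexpressing | medium = Ham's F12 with 0.5% BSA, HEPES 25 mM, pH 7.4 | probe or stimulus = DiI-HDL 10 µg/mL | compound dosing = single-point compound dose | incubation = compound exposure 3 h, 37 °C | technique = DiI fluorescence, bottom read | read-out = cell-associated DiI fluorescence as measure of HDL uptake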
LANA DNA inh: KSHV C-LANA DNA binding inhibition; MBP-C-LANA/FAM-LBS DNA binding, fluorescence polarization; inhibition, % at 9 µM; 340,000 tested, 0.078% active;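 active means highest replicate inhibition at or above 60% at 9 µM, even if other replicates fall short; inactive means all replicates below 60% inhibition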;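 further: 0% = neutral control wells and 100% = 4 µM acridine orange control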
Keap1-Nrf2 PPI: inhibitors of human Keap1-Nrf2 protein-protein interaction. Keap1 Kelch-Nrf2 peptide fluorescence polarization, 1536-well. 340,000 tested, 0.15% active. inhibition, % at 9.4 µM; in the data active means inhibition above about 12%; inconclusive means no clear call, values can overlap the other calls; inactive means below about 7.3%;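 further: human Keap1 Kelch domain with fluorescein labeled Nrf2 9mer peptide probe; 0% = neutral control wells and 100% = peptide positive control; higher means more block of Keap1 binding to Nrf2 peptide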
Target sequence (Q14145 whole entry, looked up, the tested form may be a part): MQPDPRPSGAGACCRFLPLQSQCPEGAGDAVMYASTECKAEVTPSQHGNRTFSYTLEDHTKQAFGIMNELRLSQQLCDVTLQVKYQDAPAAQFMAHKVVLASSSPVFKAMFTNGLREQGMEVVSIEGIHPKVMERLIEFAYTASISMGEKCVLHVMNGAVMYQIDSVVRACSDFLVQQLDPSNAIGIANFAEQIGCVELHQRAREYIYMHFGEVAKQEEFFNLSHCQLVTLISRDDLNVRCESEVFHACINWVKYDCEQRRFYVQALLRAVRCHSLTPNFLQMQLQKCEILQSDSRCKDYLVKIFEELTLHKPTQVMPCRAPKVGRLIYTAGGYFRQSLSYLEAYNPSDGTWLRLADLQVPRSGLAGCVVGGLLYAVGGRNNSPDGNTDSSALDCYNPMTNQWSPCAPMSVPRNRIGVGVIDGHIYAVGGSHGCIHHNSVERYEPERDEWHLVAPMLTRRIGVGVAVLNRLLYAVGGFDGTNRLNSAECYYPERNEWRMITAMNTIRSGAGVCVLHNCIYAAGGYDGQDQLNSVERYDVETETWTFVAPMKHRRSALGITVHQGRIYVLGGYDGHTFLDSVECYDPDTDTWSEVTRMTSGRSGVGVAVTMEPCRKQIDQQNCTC
PvdQ acylase: blocks Pseudomonas aeruginosa PvdQ acylase activity; purified PvdQ acylase, fluorescence plate reader; inhibition, % at 10 µM; 340,000 tested, 0.063% active; AID 488965; in the data active means inhibition above about 30%, passing the limit was not always enough; inconclusive means no clear call, values can overlap the other calls;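 further: 0% = vehicle neutral wells and 100% = reference inhibitor wells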
SR-BI DiI inh: blocks mouse SR-BI lipid uptake from DiI-HDL; 320,000 tested, 0.96% active; AID 488896; ldlA[mSR-BI] CHO cells, DiI-HDL uptake fluorescence, 3 h; inhibition, % at 12.5 µM;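 active means mean replicate inhibition of at least 70% and a set share of replicates each scoring 70 or more; inconclusive means meets just one of the two criteria; inactive means fails both criteria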;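 further: 0% = median of neutral control wells and 100% = median of positive control wells; values of inactives mirror those of a sister screen read the other way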
DAGLB inhibitor: blocks human DAGLB lipase activity; Q8NCG7; HEK293T DAGLB membrane lysate, EnzChek fluorogenic substrate; inhibition, % at 5.17 µM; 340,000 tested, 0.059% active; AID 504411; in the data active means inhibition above about 34%;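 further: 0% = enzyme with vehicle and 100% = wells lacking enzyme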
Arr AP2 block: inhibitors of human beta-arrestin and AP2 interaction | 340,000 tested, 0.31% active | inhibition, % at 10 µM | FITC-arrestin peptide / GST-AP2 beads, flow cytometry; AP2 beta2 appendage carries R879A mutation;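 active means inhibition above a set limit, near 3 SD of compounds lacking own fluorescence, cut at about 54% in these data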;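 further: plate controls were DMSO wells for no effect and 5 µM unlabelled arrestin peptide for full effect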
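System: GST-tagged AP2 beta2-adaptin appendage (R879A) on 4 µm glutathione beads / Reagent: FITC-arrestin peptide, 50 nM / Detection: HyperCyt-sampled flow cytometry, FL1 channel, ex 488/em 535 nm / Timing: 12 min plus 1 h, RT / Buffer or medium: PBS plus Tween 20 (0.05%) and BSA (0.1%)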
An asterisk follows results filed as active; ? = inconclusive; . = not tested or not shown.

Molecule,NSD2 inh,PKA-R2B activ,Cardiac RTF inh,SR-BI DiI-HDL act,LANA DNA inh,Keap1-Nrf2 PPI,PvdQ acylase,SR-BI DiI inh,DAGLB inhibitor,Arr AP2 block
O=C(c1ccc(N2C(=O)C3CC=C(Cl)CC3C2=O)cc1)N1CCOCC1 (configuration not stated),-3,-8,2,21,1.0,3,0,-21,-1,10
CCOC(=O)[C@H]1[C@H]2COc3ccc(OC)cc3[C@@H]2N2C(=O)CN(Cc3ccc(OC)cc3)C(=O)[C@@]12C,.,6,-17,-9,0.0,-3,1,-9,-3,-2
O=C(COc1ccccc1-c1ccccc1)N/N=C/c1cccc2ccccc12,-1,-22,-2,-16,1.4,1,10,16,-9,-3
COc1ccc(O)c(CN2CC3CCC(CC3)C2)c1,4,1,9,22,-0.5,-7,-16,-22,-2,-17
CCC(C)(C)C1CCc2[nH]nc(C(=O)NCc3ccccn3)c2C1 (configuration not stated),.,7,0,-6,0.5,-2,-2,6,-3,26
CC(C)C(OC(=O)c1cccs1)C(=O)NC1CCCCC1 (configuration not stated),-5,-16,-1,20,-0.7,0,-8,-20,-1,-11
COc1cc(Nc2ncnc(N)n2)cc(OC)c1,2,-1,-4,3,-0.3,-4,29,-3,-1,23
Cc1cc(NC(=O)CSc2nnc(-c3ccco3)n2C)no1,0,5,-2,16,-0.2,-9,-12,-16,0,-3
COCCCn1c(SCC(=O)NC2CCCC2)nnc1-c1cccs1,-5,18,8,.,-2.1,-1,-1,.,0,15
Cc1ccc(NC(=O)C2CCCN(C(=O)c3ccc(Cl)cc3)C2)cc1S(=O)(=O)N1CCOCC1 (configuration not stated),-2,-1,1,-36,.,.,1,36,-3,-18
CC(C)(C)C(=O)OC/C(N)=N/OC(=O)c1ccccc1,-3,1,-12,-21,1.1,-8,-13,21,1,13
O=C1C(Cl)=C(N2CCCCCC2)C(=O)N1c1ccccc1Cl,-9,-5,2,-25,1.3,0,4,25,-3,1
COc1ccc(Br)c2c1C(=O)CC2,4,-2,-8,2,0.8,4,13,-2,-2,9
CC(C)CC1NC(=O)N(Cc2cc(=O)n3ccsc3n2)C1=O (configuration not stated),-2,5,-12,17,0.7,-1,-6,-17,0,2
N/C(=N\S(=O)(=O)c1cccs1)c1ccccc1,-2,-7,-2,11,1.4,3,0,-11,2,-4
COc1ccc(C2C3=C(CC(C)(C)CC3=O)Nc3n[nH]c(C)c32)cc1 (configuration not stated),-3,0,1,14,-0.9,-1,-14,-14,0,-2
O=C1C(=O)N(c2ccccn2)C(c2ccc(F)cc2)/C1=C(/O)c1ccc(Br)cc1 (configuration not stated),13,3,-2,-11,1.2,-1,0,11,0,0
CCOC(=O)Cn1c(-c2cccnc2Cl)nc2cc(Cl)c(Cl)cc21,-1,7,0,-5,0.5,-4,-17,5,-4,0
COc1ccccc1N1CN(S(=O)(=O)c2ccc(C)cc2)c2nc3ccccc3nc21,-2,5,1,-2,-1.2,-4,-17,2,-2,6
COc1ccc(CCC(=O)Nc2cccc(Cl)c2)cc1,-1,-4,-8,-5,-0.8,0,-8,5,-6,-3
COc1cc(/C=N/O)cc(Br)c1OCc1cccc(Cl)c1,2,-8,-1,-2,0.1,4,-7,2,-10,0
O=C1c2cccnc2C(Nc2ccc(S(=O)(=O)N3CCCCCC3)cc2)N1Cc1ccccc1 (configuration not stated),-2,11,-2,16,-0.7,-4,-3,-16,3,-13
O=C(NC(=S)Nc1ccc(CN2CCOCC2)cc1)c1cccc(F)c1,8,-1,-6,-8,0.1,-5,-10,8,-2,7
Cc1ccc(C(=O)N[C@H](C(=O)Nc2ccc(N3CCOCC3)cc2)C(C)C)cc1,23,-1,-5,20,-1.4,-2,-16,-20,2,-10
CCOC(=O)c1c(CS(=O)(=O)c2ccccc2)n(C)c2cc(Br)c(O)c(CN(C)C)c12,1,9,-10,-4,-0.8,-4,-4,4,8,38
CC1=C(C(=O)Nc2ccccc2)C(c2ccncc2)C(C#N)=C(SCC(=O)NC2CC2)N1 (configuration not stated),-1,-3,-10,15,1.9,-5,-12,-15,-1,13
Cc1ccc(SCC(=O)Nc2ccc(S(=O)(=O)Nc3ncccn3)cc2)cc1,1,-7,9,-6,-1.6,3,17,6,0,-12
CN(c1ccc(C(=O)COC(=O)C2CC2)cc1)S(C)(=O)=O,1,-11,-6,16,1.2,-6,-11,-16,-2,-1
CCCCn1c(SCC(=O)NC2CCCC2)nc2ccccc2c1=O,-11,9,-3,-2,0.2,-3,-4,2,0,-2
CN(C)S(=O)(=O)c1cccc(NC(=O)c2ccc(N3CCOCC3)c([N+](=O)[O-])c2)c1,4,-4,-4,-66,0.7,-2,-16,66,7,-14
O=C(NC1C2CC3CC(C2)CC1C3)C1CCCCC1 (configuration not stated),-5,-3,-4,-16,-1.4,0,-9,16,0,-2
CCN(CC(=O)Nc1cccc(OC)c1)C(=O)c1ccco1,-2,-4,-3,17,-0.3,-1,-19,-17,1,-16
O=C1OC(Nc2ccc(F)c([N+](=O)[O-])c2)c2ccccc21 (configuration not stated),1,1,1,18,3.9,-3,-2,-18,1,4
COc1ccc(/C=C/C(=O)OCC(=O)NCCNC(=O)COC(=O)/C=C/c2ccc(OC)cc2)cc1,2,3,-8,-31,-2.3,-1,10,31,-2,9
CSc1nc2nc3c(c(=O)n2[nH]1)CCCC3,-3,5,-1,11,-2.5,0,-17,-11,1,3
CC1CCCCN1CC(=O)c1c[nH]c2ccccc12 (configuration not stated),1,2,-11,5,-1.2,-6,-22,-5,-5,-1
Cc1noc(COc2ccccc2OCC(O)CNC(C)(C)C)n1 (configuration not stated),2,5,-12,36,0.2,-3,-11,-36,-1,2
CCN(C(=O)COC(=O)c1ccccc1Nc1cccc(C)c1C)C1CCS(=O)(=O)C1 (configuration not stated),-2,-7,-3,-56,1.0,-2,-23,56,0,-3
O=C(COc1ccccc1)NC(=S)Nc1cccc2cc(O)ccc12,0,8,3,-1,1.5,1,-12,1,-5,-5
O=S(=O)(Nc1cc(Cl)ccn1)c1ccc(Cl)cc1,-4,-9,-1,24,-1.0,-3,8,-24,3,16
COc1ccc(N2C(=O)C(CC(=O)Nc3ccc(F)cc3)N(CCc3ccc(OC)c(OC)c3)C2=O)cc1 (configuration not stated),-4,-2,-13,-16,0.2,2,-7,16,0,8
O=C(Nc1ccccc1Cl)c1ccc(Cl)cc1Cl,-2,-3,-1,-21,-1.4,-1,19,21,-7,8
Cc1cc(O)c2/c(=N\N)c(-c3csc(C)n3)coc2c1,-4,10,-3,6,1.3,-1,-12,-6,-5,-2
O=C(O)C[C@H]1c2cc(C(F)(F)F)ccc2S(=O)(=O)N1C1CCCC1,.,-8,1,2,-0.8,0,5,-2,1,1
COc1ccc(CN2CCNC(=O)C2CC(=O)N2CCCCO2)c(OC)c1 (configuration not stated),0,-3,-3,11,0.7,-6,-10,-11,0,10
COc1ccccc1NS(=O)(=O)c1ccc(O)cc1,-1,-6,-4,44,3.6,-4,-14,-44,2,0
C(=N\n1cnnc1)/c1cn(Cc2ccccc2)c2ccccc12,-1,-12,-5,-24,-0.2,0,-10,24,0,-5
COc1ccccc1Nc1nc(N)nc(CN2CCN(c3ccccc3)CC2)n1,9,8,-4,8,-0.3,4,6,-8,1,8
CC(C)N(CCCNC(=O)Cn1ncc2c([nH]c3ccccc32)c1=O)Cc1ccccc1,-1,3,-12,-1,1.2,0,-9,1,5,-1
Cc1nc(NC(=O)COC(=O)CCC(=O)c2cccs2)c(Cl)cc1Cl,-6,-4,8,10,1.5,-5,1,-10,-4,8

Further entries.
Molecule,NSD2 inh,PKA-R2B activ,Cardiac RTF inh,SR-BI DiI-HDL act,LANA DNA inh,Keap1-Nrf2 PPI,PvdQ acylase,SR-BI DiI inh,DAGLB inhibitor,Arr AP2 block
Cc1ccc(N2C(=O)C3ON(c4ccccc4)C(CC(C)C)C3C2=O)cc1 (configuration not stated),-2,4,-8,-4,18,1,-24,4,-9,5
Cc1cc(C(=O)COC(=O)C2=NNC(=O)CC2)c(C)n1-c1cccc(C(F)(F)F)c1,2,4,-7,-25,-0.7,-7,-11,25,0,-3
O=C(NCc1cn(-c2ccccc2)nc1-c1ccc(F)cc1)c1cccc([N+](=O)[O-])c1,0,-6,4,-71,-0.2,1,5,?,-4,12
CCOC(=O)c1cc(NC(=O)Nc2nc3ccccc3s2)c(C)nc1C,.,0,-4,-7,-0.1,0,-6,7,-3,12
CCOC(=O)c1oc2ccc(Br)cc2c1NC(=O)CN1CCN(C)CC1,1,7,-9,14,0.2,-1,-14,-14,-4,-1
C/C(=C(\C#N)C(=O)NCc1ccccc1)N(C)C,-4,4,0,0,0.1,-3,-7,0,-1,-3
CCOc1ccc2nc(NC(=O)CN3CCC(n4nnc5cc(C(F)(F)F)ccc54)CC3)sc2c1,-1,-5,1,-44,0.6,4,-15,44,-3,4
COc1ccc(CN2C(=O)c3cccnc3C2Nc2cc(Cl)c(OC)cc2OC)cc1 (configuration not stated),8,-5,-1,-8,-0.3,1,-12,8,6,-2
CCC(=NCc1ccccc1)C1=C(O)C(C(=O)OC)C(C)(C)CC1=O (configuration not stated),-1,-1,0,.,-0.7,-5,-23,.,-4,0
Cc1cccc(Oc2ncnc(N)c2[N+](=O)[O-])c1,-3,-4,0,15,-1.5,7,1,-15,0,42
NC(=O)COC(=O)c1cccc(S(=O)(=O)N2CCN(c3ccccc3)CC2)c1,-5,-1,10,8,-1.7,-1,15,-8,2,-1
O=C(CCCCCn1c(=O)[nH]c2ccccc2c1=O)NCCCN1CCN(c2ccccc2F)CC1,.,2,-1,-46,0.5,-2,10,46,4,-3
CSc1cccc(NC(=O)CN(C)S(=O)(=O)c2cnc[nH]2)c1,-4,1,4,23,-0.1,1,5,-23,1,5
CCOC(=O)c1c(N)c(C#N)c2n1CCCC2,3,-1,3,-1,0.5,-3,-12,1,1,-1
CCc1c(C)c2ccc(OCC(=O)OC(C)C)c(C)c2oc1=O,-2,2,-10,-30,2.0,-2,-9,36,-9,10

Assay outcomes from PubChem BioAssay.
